# Screening results deposited in PubChem BioAssay by several laboratories.
# NALP1 inh = inhibitors of NALP1 inflammasome in yeast | S. cerevisiae NALP1/ASC/caspase-1 growth, X-gal OD620, 72 h | inhibition, % at 10 µM | hit rate 0.61% among 280,000 | AID 2071; in the data active means inhibition mostly above about 24%, no sharp cut-off; inactive means mostly below about 32%; further: some compounds called inactive have numbers as strong as hits
# MEKK2 mut-MEK5 = signal of MEK5 binding to mutant human MEKK2 PB1 domain | hit rate 0.35% among 290,000 | AID 1530 | percent response, % at 10 µM | bead flow cytometry, Alexa488-MEK5 binding to MEKK2 mutant; in the data active means percent response above about 24%, passing the limit was not always enough; further: inactives centre near 1; some results filed as inactive read as strong as hits
# OXTR ag = agonists of human oxytocin receptor. P30559. CHO-OTR cells, Fluo-8 calcium fluorescence; normalized: DMSO 0%, oxytocin 100%. activation, % at 3 µM. hit rate 0.32% among 320,000. AID 2435;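 active means activation above the mean of all tested compounds plus 3 SD, cutoff set per screening run, cut at about 20% in these data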;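 further: peak over basal fluorescence ratio from a 100 s FLIPR kinetic read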
# Target sequence (P30559 whole entry, looked up): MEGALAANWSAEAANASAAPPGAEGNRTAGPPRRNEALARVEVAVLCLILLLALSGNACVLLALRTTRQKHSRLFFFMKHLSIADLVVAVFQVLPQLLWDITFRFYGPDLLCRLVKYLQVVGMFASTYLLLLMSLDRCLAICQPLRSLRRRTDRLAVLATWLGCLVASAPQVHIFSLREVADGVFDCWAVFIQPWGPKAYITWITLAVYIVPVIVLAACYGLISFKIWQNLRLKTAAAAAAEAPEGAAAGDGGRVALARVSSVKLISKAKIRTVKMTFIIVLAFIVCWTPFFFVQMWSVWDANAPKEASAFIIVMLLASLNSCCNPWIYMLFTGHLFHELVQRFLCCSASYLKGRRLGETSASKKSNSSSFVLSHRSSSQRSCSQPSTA
# PfM18AAP inh = PfM18AAP enzyme inhibition. recombinant PfM18AAP, H-Glu-NHMec fluorogenic cleavage. inhibition, % at 7.35 µM. hit rate 1.2% among 290,000. AID 1822;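 active means inhibition above the campaign mean inhibition over all tested compounds plus 3 SD, cut at about 28% in these data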;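 further: 0% = plate median of test compound wells and 100% = 2 mM ZnCl2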
# V1R ag counter = V1a receptor agonism, counter-screen for OXTR agonists. P37288. CHO-V1R cells, Fluo-8 calcium fluorescence, agonist mode; 0% DMSO, 100% 3 nM vasopressin. activation, % at 3 µM. hit rate 0.25% among 320,000. AID 2797;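 active means activation above the mean activation of all tested compounds plus 3 SD, per screening run, cut at about 20% in these data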;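 further: signal is peak over basal fluorescence ratio across a 100 second FLIPR read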
# Target sequence (P37288 whole entry, looked up): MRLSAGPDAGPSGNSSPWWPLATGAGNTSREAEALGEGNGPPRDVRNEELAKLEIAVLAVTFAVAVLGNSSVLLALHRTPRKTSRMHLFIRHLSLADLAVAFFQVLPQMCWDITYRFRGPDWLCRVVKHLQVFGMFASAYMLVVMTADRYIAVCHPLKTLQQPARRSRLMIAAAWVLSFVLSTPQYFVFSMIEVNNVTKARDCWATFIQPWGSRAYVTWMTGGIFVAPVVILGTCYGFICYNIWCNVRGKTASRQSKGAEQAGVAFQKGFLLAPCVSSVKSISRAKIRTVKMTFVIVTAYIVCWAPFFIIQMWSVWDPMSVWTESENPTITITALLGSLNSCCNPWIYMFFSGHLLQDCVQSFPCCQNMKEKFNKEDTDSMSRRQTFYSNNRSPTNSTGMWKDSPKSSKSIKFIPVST
# GPR7 antagonist = antagonists of human GPR7 (neuropeptides B/W receptor 1); P48145; GPR7-expressing cells, fluorescence antagonist assay; inhibition, % at 4.4 µM; hit rate 1.1% among 290,000; AID 1861; in the data active means inhibition above about 16%, passing the limit was not always enough;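 further: cells stimulated with the agonist NPW; 0% = agonist with vehicle and 100% = vehicle without agonist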
# MEKK2wt PB1 HTS = raises or lowers MEK5 binding to wildtype human MEKK2 PB1 domain; Q9Y2U5; bead flow cytometry, Alexa488-MEK5 binding to MEKK2 WT; actives lie on both sides; binding response (% of control), % at 10 µM; hit rate 1.1% among 290,000; in the data active means binding response below about 67% or above about 130%
# GalR3 antag = antagonists of human GalR3; O60755; HEK293 GalR3-CNG cAMP membrane potential fluorescence; galR3 body fused to GalR1 C-terminus; inhibition, % at 3 µM; hit rate 0.44% among 360,000; AID 651719;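 active means inhibition above the screen-wide average plus 3 SD, cut at about 13% in these data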;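 further: forskolin and galanin both at EC90 stimulate the cells; cAMP rise reported by CNG channel membrane potential dye signal; 0% = forskolin plus galanin with DMSO and 100% = forskolin alone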
# Target sequence (O60755 1-299 limits assumed): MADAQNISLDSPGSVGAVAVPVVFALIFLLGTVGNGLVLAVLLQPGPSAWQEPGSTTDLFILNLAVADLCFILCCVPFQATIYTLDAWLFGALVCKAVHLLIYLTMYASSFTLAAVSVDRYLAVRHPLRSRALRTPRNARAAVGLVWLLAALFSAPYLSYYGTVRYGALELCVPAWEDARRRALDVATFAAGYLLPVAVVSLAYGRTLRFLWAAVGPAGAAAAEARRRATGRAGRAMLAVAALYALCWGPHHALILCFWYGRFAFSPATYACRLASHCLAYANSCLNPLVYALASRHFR
# OXTR potentiator = human OXTR potentiation; CHO-OTR cells, Fluo-8 calcium fluorescence, potentiator mode; 0% = oxytocin EC15, 100% = EC100; activation, % at 3 µM; hit rate 0.061% among 320,000; AID 2445;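 active means activation above that plate's cutoff, the mean activation of tested compounds plus 3 SD, cut at about 6.6% in these data, passing the limit was not always enough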;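 further: 100% uses oxytocin at 75 nM as the full agonist control; some results filed as inactive read as strong as hits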
#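 Assay system: CHO cell line stably expressing human OTR. Reagent: EC15 oxytocin agonist. Dosing: single dose, 3.0 µM nominal final compound concentration. Timing: compound 6 min at room temperature before oxytocin, 100 s read. Signal: kinetic Fluo-8 calcium fluorescence. Controls: oxytocin EC15 low and EC100 high.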
# * = called active by the depositor; . = not tested or not shown.
SMILES,NALP1 inh,MEKK2 mut-MEK5,OXTR ag,PfM18AAP inh,V1R ag counter,GPR7 antagonist,MEKK2wt PB1 HTS,GalR3 antag,OXTR potentiator
CC(Sc1nc(N2CCCCC2)c2c(c1C#N)CCCC2)C(=O)O (stereo unspecified),.,-4,-2.0,-9,0.3,-4,91,-2,-8
COc1ccc(Cl)cc1NC(=O)CN(C)CC(=O)NCc1ccc(F)cc1,.,.,0.4,.,-0.5,.,.,-4,-6
O=C(Oc1ccccc1)c1ccc2c(c1)C(=O)N(Cc1ccncc1)C2=O,7,3,5.8,2,9.2,-11,101,-5,-8
CC(=O)c1ccc(N2CCN(C(=S)NCCCN(C)C)CC2)cc1,-23,1,0.4,4,-0.3,0,103,-1,-4
COc1ccc(C(=O)NCc2ccccc2OC)c(OC)c1,29,2,-2.0,5,-1.6,1,96,-4,4
CC(C(=O)NC1CCCC1)N1CCN(S(=O)(=O)c2ccc(C(C)(C)C)cc2)CC1 (stereo unspecified),.,.,0.3,.,0.7,.,.,-7,-4
Cc1ccc(C)c(N2N=C(C(=O)Nc3cccnc3)CCC2=O)c1,.,.,1.8,.,0.1,.,.,-3,-3
CC(C)c1ccc(NS(=O)(=O)c2ccc3[nH]cc(C(=O)N4CCC(C(N)=O)CC4)c(=O)c3c2)cc1,15,7,0.1,7,2.1,-4,101,-3,-22
O=C(C[n+]1ccccc1)N/N=C/c1ccccc1F,8,-3,-1.0,1,1.1,2,102,-4,-9
CC(=O)c1cccc(NC(=S)NC(=O)c2ccccc2Cl)c1,35,3,-1.7,5,1.5,0,103,2,-10
CCCn1c(CCNC(=O)c2cccs2)nc2ccccc21,1,10,-0.4,-10,0.5,-6,109,.,-2
CCn1c(SCc2nc3ccccc3nc2C)nnc1-c1cccs1,10,6,-0.1,0,1.3,-3,104,-4,-11
O=C(NN1C(=O)c2ccccc2NC1c1ccoc1)c1ccc([N+](=O)[O-])cc1 (stereo unspecified),-10,7,-1.4,3,-0.5,-15,107,-6,-2
O=C(Cc1cccc2ccccc12)Nc1ccccc1C(=O)O,4,3,-0.9,-8,-0.9,1,109,4,-6
CCc1ccc(NC(=O)CCCN2C(=S)NC(C)(C)CC2C)cc1 (stereo unspecified),14,-38,-2.3,6,-0.9,-10,109,-1,-3
COCCn1c(SCc2ccc(C(=O)OC)o2)nc2ccccc2c1=O,29,-11,-0.8,-5,0.3,2,96,-9,1
CC(C)=CC(=O)N1CC[C@@H](N2CCN(c3ccccc3F)CC2)[C@H](O)C1,4,9,1.4,-1,1.0,-18,109,-10,2
Cc1ccc(C(=O)Nc2cccc(C(=O)NCc3ccccc3)c2)cc1,4,-3,0.4,3,0.0,-10,95,-7,-11
CN1CCN(CC(=O)N/N=C\c2c[nH]c3ccccc23)CC1,10,3,0.8,-3,1.7,0,103,-3,-9
CCOc1ccc(NC(=O)C(C)N2C(=O)c3ccccc3S2(=O)=O)cc1 (stereo unspecified),.,.,0.1,.,-1.3,.,.,-4,0
CCOC(=O)/C(=C\c1ccc([N+](=O)[O-])o1)NC(=O)c1ccccc1,-6,1,0.6,8,1.7,-12,106,.,3
CCc1nnc2sc(-c3cc(-c4ccccc4)nc4ccccc34)nn12,-6,-3,-0.1,4,-0.2,-15,89,-4,1
O=C(NCc1ccncc1)Nc1ccc(Cl)cc1Cl,16,4,-0.5,-1,1.8,-7,103,-4,-20
Cc1nc(N(C)Cc2ccccc2)c2c(C)c(C)sc2n1,10,1,-2.6,7,-0.7,5,97,-12,-5
Cc1cccc(NS(=O)(=O)c2cccc(C(=O)NCC(c3ccco3)N(C)C)c2)c1 (stereo unspecified),.,.,3.5,.,2.0,.,.,1,-6
# (continued)
SMILES,NALP1 inh,MEKK2 mut-MEK5,OXTR ag,PfM18AAP inh,V1R ag counter,GPR7 antagonist,MEKK2wt PB1 HTS,GalR3 antag,OXTR potentiator
CCN(CC)C(=O)CSc1nnc(-c2ccc(O)cc2)n1CC1CCCO1 (stereo unspecified),18,11,-0.2,-7,2.3,8,133,-3,-12
CC(C)c1nc2cc(C(=O)NC(c3cccnc3)C(F)(F)F)ccc2o1 (stereo unspecified),2,4,0.5,6,1.9,-2,104,1,-4
CCCN(CCC)CCCNC(=O)c1cn(CCOC)c(=O)c2c1c1ccccc1n2C,26,4,0.2,4,0.9,1,104,-5,2
CCN1C(=O)CC(c2ccccc2)CC1=O,.,.,0.9,.,1.3,.,.,-4,1
C/C(=C\c1ccccc1)CN1CCC(C(=O)N2CCCCC2)CC1,27,3,1.9,6,-0.1,-3,109,-2,1
CCCc1nc2c(s1)CCc1onc(-c3ccc(Br)cc3)c1-2,.,1,0.6,.,0.3,.,103,1,-6
CCn1ncc2c(OCc3ccc(C#N)cc3)cc(C)nc21,26,-4,-2.6,1,0.6,-10,96,-2,-19
O=C(COC(=O)CSc1ccc([N+](=O)[O-])cc1)NCc1cccs1,.,.,-0.1,.,1.0,.,.,-1,-8
NC(=O)C1CCCN(CC(=O)N2CCN(c3ccccc3)CC2)C1 (stereo unspecified),1,-1,0.3,0,0.2,-3,99,-5,-6
CCOC(=O)N1CCN(C(=O)Nc2sc3nc4n(c(=O)c3c2C)CCC(C)CC4)CC1 (stereo unspecified),-4,1,-1.7,16,-0.6,-4,95,-3,-1
Cc1ccc(N2CC(C(=O)N/N=C/c3c(F)cccc3Cl)CC2=O)cc1 (stereo unspecified),17,-5,-1.4,-6,-0.6,-2,96,1,-10
COC(CNC(=O)c1ccc2c(c1)nc(C)n2-c1cccc(C)c1)OC,-4,1,-0.2,2,-0.7,4,100,-9,-3
Cc1nnc(NC(=O)CCCOc2ccccc2)s1,15,-2,-0.5,2,-0.6,0,91,0,-5
O=C(C[C@H]1C/C=C\CC[C@@H](Cc2ccc(F)cc2)C(=O)O[C@@H](c2ccccc2)CNC1=O)N[C@@H](CO)Cc1ccccc1,.,.,1.9,.,0.7,.,.,-4,0
COc1ccc(/C=C2/C(=O)N(c3c(F)c(F)c(F)c(F)c3F)N=C2C)cc1,21,-2,-1.3,16,-0.1,-11,95,-6,-14
COc1ccc(NC(=O)CC(NC(C)c2ccccc2)C(=O)O)cc1 (stereo unspecified),10,-6,-0.9,0,-0.1,3,100,-8,2
CCCN1CCc2c(sc(NC(=S)NC(=O)c3ccccc3)c2C#N)C1,8,8,16,11,16,-6,0.0*,-3,-8
O=C(CSc1ccccn1)Nc1cccc2ccccc12,11,3,0.1,1,0.1,-8,100,-4,8
O=C(CSc1ccsc1[N+](=O)[O-])Nc1cccc(F)c1,9,0,.,10,.,-10,104,-4,.
CC(=O)c1sc2nc(-c3ccco3)ccc2c1N,13,-22,-1.5,18,-1.1,-8,80,1,-4
COc1ccc(-c2cc(C(=O)Nc3ccccc3SC)no2)cc1OC,18,8,0.3,2,-0.1,-16,109,-5,2
CC(OC(=O)CCc1ccccc1)C(=O)Nc1ncc(Cl)cc1Cl (stereo unspecified),1,-8,-1.0,2,0.7,-6,95,-4,-3
CCc1ccc(NC(=O)Cn2c(SC)nc3ccccc32)cc1,1,5,-0.2,3,1.7,5,109,-5,-5
O=S(=O)(NCCc1c[nH]c2ccccc12)c1ccccc1,-8,0,1.4,4,5.9,11,94,-8,-10
COc1cc(OC)c(C(=O)OCC(=O)Nc2nnc(-c3ccccc3)o2)cc1OC,.,.,-2.0,.,0.0,.,.,-3,-7

# 2 entries from above, tab-delimited:
compound	NALP1 inh	MEKK2 mut-MEK5	OXTR ag	PfM18AAP inh	V1R ag counter	GPR7 antagonist	MEKK2wt PB1 HTS	GalR3 antag	OXTR potentiator
O=C(COC(=O)CSc1ccc([N+](=O)[O-])cc1)NCc1cccs1	.	.	-0.1	.	1.0	.	.	-1	-8
NC(=O)C1CCCN(CC(=O)N2CCN(c3ccccc3)CC2)C1 (stereo unspecified)	1	-1	0.3	0	0.2	-3	99	-5	-6

# 15 entries from above, sorted by heavy-atom count, low to high:
SMILES,NALP1 inh,MEKK2 mut-MEK5,OXTR ag,PfM18AAP inh,V1R ag counter,GPR7 antagonist,MEKK2wt PB1 HTS,GalR3 antag,OXTR potentiator
CCN1C(=O)CC(c2ccccc2)CC1=O,.,.,0.9,.,1.3,.,.,-4,1
CC(=O)c1sc2nc(-c3ccco3)ccc2c1N,13,-22,-1.5,18,-1.1,-8,80,1,-4
Cc1nnc(NC(=O)CCCOc2ccccc2)s1,15,-2,-0.5,2,-0.6,0,91,0,-5
O=C(CSc1ccsc1[N+](=O)[O-])Nc1cccc(F)c1,9,0,.,10,.,-10,104,-4,.
O=S(=O)(NCCc1c[nH]c2ccccc12)c1ccccc1,-8,0,1.4,4,5.9,11,94,-8,-10
CCCc1nc2c(s1)CCc1onc(-c3ccc(Br)cc3)c1-2,.,1,0.6,.,0.3,.,103,1,-6
CCc1ccc(NC(=O)Cn2c(SC)nc3ccccc32)cc1,1,5,-0.2,3,1.7,5,109,-5,-5
NC(=O)C1CCCN(CC(=O)N2CCN(c3ccccc3)CC2)C1 (stereo unspecified),1,-1,0.3,0,0.2,-3,99,-5,-6
COc1ccc(NC(=O)CC(NC(C)c2ccccc2)C(=O)O)cc1 (stereo unspecified),10,-6,-0.9,0,-0.1,3,100,-8,2
COc1ccc(-c2cc(C(=O)Nc3ccccc3SC)no2)cc1OC,18,8,0.3,2,-0.1,-16,109,-5,2
CCN(CC)C(=O)CSc1nnc(-c2ccc(O)cc2)n1CC1CCCO1 (stereo unspecified),18,11,-0.2,-7,2.3,8,133,-3,-12
COc1cc(OC)c(C(=O)OCC(=O)Nc2nnc(-c3ccccc3)o2)cc1OC,.,.,-2.0,.,0.0,.,.,-3,-7
CCOC(=O)N1CCN(C(=O)Nc2sc3nc4n(c(=O)c3c2C)CCC(C)CC4)CC1 (stereo unspecified),-4,1,-1.7,16,-0.6,-4,95,-3,-1
CCCN(CCC)CCCNC(=O)c1cn(CCOC)c(=O)c2c1c1ccccc1n2C,26,4,0.2,4,0.9,1,104,-5,2
O=C(C[C@H]1C/C=C\CC[C@@H](Cc2ccc(F)cc2)C(=O)O[C@@H](c2ccccc2)CNC1=O)N[C@@H](CO)Cc1ccccc1,.,.,1.9,.,0.7,.,.,-4,0

# More entries:
SMILES,NALP1 inh,MEKK2 mut-MEK5,OXTR ag,PfM18AAP inh,V1R ag counter,GPR7 antagonist,MEKK2wt PB1 HTS,GalR3 antag,OXTR potentiator
Cc1ccc(NC(=O)CC2SCCNC2=O)cc1[N+](=O)[O-] (stereo unspecified),16,6,0.5,3,1.1,-13,106,-3,0
COc1ccccc1/C=C/C=NC1C(=O)N(c2ccccc2)[N+](C)=C1C (stereo unspecified),1,-3,-0.4,-2,-0.3,0,101,-6,-1
C/C(=N\Nc1nc(-c2ccccn2)nc2ccccc12)c1ccc(F)cc1,.,-3,-0.2,4,0.9,-14,92,.,-11
CC1(C)NC(=O)N(CC(O)CN(c2ccccc2)S(=O)(=O)c2ccccc2)C1=O (stereo unspecified),11,-2,0.8,0,0.5,-2,98,-9,-9
COC(=O)C1c2ccccc2-c2ccccc21,9,-17,.,-1,.,-19,86,-5,.
Nc1ccc(C#Cc2c(-c3ccsc3)oc3ccc(N4CCOCC4)cc23)cc1,.,3,0.1,.,0.8,.,108,-7,2
COc1ccc(NC(=O)/C(Cl)=C(/Cl)S(=O)(=O)Cc2ccc(C)cc2)cn1,-4,-4,.,-23,.,24*,97,.,.
CSc1cc(C)nc(N(C)C(C)=O)n1,9,3,0.8,8,0.5,-2,101,-6,-11
COc1ccc(CC(=O)Nc2nc(-c3ccc(F)c(F)c3)cs2)cc1OC,13,-1,6.5,0,7.1,21,101,-9,-10
